High-throughput results deposited in PubChem BioAssay by several laboratories.
bIAP activator: increases bovine intestinal alkaline phosphatase activity. AID 1016. purified bovine IAP, CDP-star luminescence, 30 min; stronger effect = higher value; fold of DMSO-control signal, blank-subtracted. hit rate 0.17% among 200,000. activation factor at 20 µM;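 active = activation factor of 2 or more at 20 µM, a signal rise over negative controls twice the positive control's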
DTT redox prof: compounds producing H2O2 with reducing agent – biochemical, NIH compound library profiling, artefact control for MLSCN library redox annotation, primary screen | activation, % at 10 µM | hit rate 0.03% among 200,000 | DTT-dependent redox cycling H2O2, phenol red/HRP absorbance; 100% = 100 µM peroxide control, 0% = buffer;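 active = activation of at least 50% relative to the plate's high and low controls in the primary single-dose screen; inactive = activation below 50%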;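 also: compound incubated with DTT at 0.8 mM final as the reducing agent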
ROMK primary: human ROMK K+ channel modulation, primary screen. AID 1918. B-score at 10 µM. P48048. Tet-inducible ROMK, thallium flux fluorescence; actives lie on both sides. hit rate 2% among 130,000;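 active = signal ratio slope over the read window, or its plate-corrected B-score, at least 3 SD from the plate mean, either direction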;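 also: B-score of the F/F0 ratio slope over 7 to 12 s after thallium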
Target sequence (P48048 whole entry, looked up): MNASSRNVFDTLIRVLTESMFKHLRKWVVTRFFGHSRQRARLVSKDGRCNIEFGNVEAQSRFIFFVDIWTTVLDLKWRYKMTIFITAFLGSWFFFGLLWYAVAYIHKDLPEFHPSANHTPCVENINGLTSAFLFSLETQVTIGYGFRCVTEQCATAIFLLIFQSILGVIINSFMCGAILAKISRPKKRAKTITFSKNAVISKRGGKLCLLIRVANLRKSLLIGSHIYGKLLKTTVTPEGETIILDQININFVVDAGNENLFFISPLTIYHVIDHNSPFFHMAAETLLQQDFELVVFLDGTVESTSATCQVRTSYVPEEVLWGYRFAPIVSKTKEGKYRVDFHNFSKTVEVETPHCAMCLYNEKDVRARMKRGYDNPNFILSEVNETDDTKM
bIAP inh: blocks bovine intestinal alkaline phosphatase activity. 190,000 tested, under 10 active. purified bovine IAP, CDP-star luminescence, 30 min. inhibition, % at 20 µM;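 active = over 50% inhibition of intestinal alkaline phosphatase at 20 µM in the single-dose screen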
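System: purified bovine intestinal alkaline phosphatase (IAP) enzyme; Input: IAP diluted 1/65,000,000 in the well; Measured by: CDP-star luminescence signal; Compound dosing: 20 µM single dose; Incubation: 30 min reaction at room temperature.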
PPARg SRC1 recr: agonists of human PPARgamma SRC-1 coactivator recruitment | P37231 | PPARgamma-SRC-1 coactivator recruitment biochemical assay | activation, % at 8 µM | hit rate 0.41% among 200,000 | AID 631; in the data active = activation above about 19%;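 also: 0% = DMSO and 100% = reference agonist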
PPARg SRC-3 ag: agonists of human PPARgamma SRC-3 coactivator recruitment | P37231 | biochemical PPARgamma/SRC-3 coactivator recruitment assay | activation, % at 8 µM | hit rate 0.26% among 200,000; in the data active = activation above about 23%;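 also: 0% = DMSO and 100% = reference agonist; some compounds past the cut are filed as inactive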
S1P3 antag: blocks the human S1P3 receptor; Q99500; hit rate 0.27% among 170,000; CHO S1P3 NFAT-BLA reporter, FRET fluorescence, antagonist mode; inhibition, % at 4.98 µM; AID 485;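 active = inhibition above the plate cutoff, the mean inhibition of test wells on that plate plus 3 SD, cut at about 28% in these data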;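 also: cells challenged with S1P at its EC80 of 0.8 µM; blue over green emission ratio from cleaved BLA substrate after 4 h stimulation; 0% = S1P-stimulated wells and 100% = unstimulated DMSO-only wells; some compounds past the cut are filed as inactive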
Target sequence (Q99500 whole entry, looked up): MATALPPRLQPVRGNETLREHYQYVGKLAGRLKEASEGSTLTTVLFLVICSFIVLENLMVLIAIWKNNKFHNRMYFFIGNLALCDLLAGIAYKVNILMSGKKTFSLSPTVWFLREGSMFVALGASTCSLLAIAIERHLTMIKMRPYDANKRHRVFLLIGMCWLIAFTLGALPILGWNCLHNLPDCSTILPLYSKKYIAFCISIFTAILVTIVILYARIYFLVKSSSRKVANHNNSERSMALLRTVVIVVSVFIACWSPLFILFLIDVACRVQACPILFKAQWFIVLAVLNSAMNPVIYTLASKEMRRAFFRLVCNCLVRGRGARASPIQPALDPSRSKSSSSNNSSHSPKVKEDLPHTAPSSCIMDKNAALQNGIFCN
PPARg SRC-2 ag: PPARgamma-driven SRC-2 recruitment agonism; activation, % at 8 µM; hit rate 0.34% among 200,000; PPARgamma LBD-SRC-2 recruitment, biochemical; in the data active = activation above about 22%;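 also: 0% = vehicle and 100% = reference agonist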
SRC2 TRFRET art: counter-screen for PPARgamma SRC-2 recruitment agonists: TR-FRET artefact. hit rate 0.4% among 200,000. stronger effect = higher value. TR-FRET ratio at 8 µM; in the data active = TR-FRET ratio above about 2000; also: inactives centre near 1500; reference of the scale not given here
TLR4-MyD88 BLA: blocks binding of human TLR4 to MyD88; O00206+Q99836; HeLa CL3-4 TLR4/MyD88 BLA complementation, FRET ratio; inhibition, % at 8.4 µM; hit rate 0.18% among 200,000; AID 861; in the data active = inhibition above about 25%;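 also: 0% = vehicle and 100% = reference inhibitor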
Lmaj promast: inhibitors of Leishmania major promastigote growth | Leishmania major promastigotes, resazurin fluorescence viability | inhibition, % at 10 µM | hit rate 9% among 200,000; in the data active = inhibition above about 50%;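 also: promastigotes grown with compound for 44 hours at 28 °C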
Active calls of the source: *; . = not tested or not shown. This is a random part of the collection, and some 11% of all compounds hit somewhere here.

Every second line gives: bIAP activator | DTT redox prof | ROMK primary | bIAP inh | PPARg SRC1 recr | PPARg SRC-3 ag | S1P3 antag | PPARg SRC-2 ag | SRC2 TRFRET art | TLR4-MyD88 BLA | Lmaj promast
1: CN(C)c1nc2sc3c(c2c(=O)n1C)CC(C)(C)OC3
→ 1 | 1.5 | 0.58 | 2 | 1 | 5 | . | 6 | 1524 | 6 | -4
2: COc1cccc(C2=NOC(C(=O)Nc3cccnc3Cl)C2)c1 (stereo not drawn)
→ 1 | -1.1 | -0.19 | 1 | 4 | 6 | -24 | 4 | 1913 | 3 | 4
3: O=C(Cn1c(=O)c2c(ncn2Cc2ccccc2)n(Cc2ccccc2)c1=O)NC1CC1
→ 1 | -5.0 | . | -2 | 3 | -3 | -14 | 6 | 1491 | 10 | -4
4: c1ccc(CCC2=NCCn3cccc32)cc1
→ 0.9 | -0.3 | . | 15 | 12 | 14 | -30 | 9 | 1839 | 2 | 3
5: CCOc1ccccc1NC(=O)C1CC2CCCC(C1)C2=O (stereo not drawn)
→ 0.9 | 0.1 | -0.0067 | 11 | -2 | 14 | 0 | 14 | 1540 | -13 | -9
6: CNS(=O)(=O)c1ccc2c(c1)oc(=O)c1cc(S(=O)(=O)NC)ccc12
→ 1 | 0.0 | -0.76 | 1 | 3 | -3 | -4 | 0 | 1568 | -3 | -4
7: CC(C)C(c1nnnn1Cc1ccco1)N1CCN(c2cccc(Cl)c2)CC1 (stereo not drawn)
→ 0.9 | 3.4 | . | 12 | -2 | 6 | 2 | -2 | 1599 | -2 | 85*
8: CO/N=C(\N)c1ccc([N+](=O)[O-])cc1
→ 0.6 | 0.1 | 0.071 | 36 | 3 | -1 | -2 | -1 | 1399 | 1 | -3
9: CC(C)(C)c1ccccc1NC(=S)NCc1ccccc1
→ 0.9 | 0.5 | . | 8 | -3 | 0 | -8 | -2 | 1519 | -11 | 16
10: Cc1c(NC(=O)c2c(N)sc3c2CCCC3)c(=O)n(-c2ccccc2)n1C
→ 1.1 | -0.6 | 0.55 | -11 | -3 | 1 | -3 | -3 | 1804 | 5 | -6
11: COCCCNC(=O)CN(c1cc(Cl)ccc1OC)S(=O)(=O)c1ccc(C)c([N+](=O)[O-])c1
→ 0.9 | 0.3 | -0.087 | 8 | -6 | -2 | -10 | 3 | 1476 | -5 | -3
12: COc1cccc(NC(=O)c2nc3nc(C)cc(C(F)F)n3n2)c1
→ 0.9 | -0.5 | . | 5 | 4 | 1 | -10 | 13 | 1667 | 2 | -5
13: CSc1ccc(/C=N/Nc2nc(C)cc(=O)[nH]2)cc1
→ 1.1 | -0.4 | 0.66 | -12 | 2 | -1 | 6 | -4 | 1619 | -12 | 16
14: O=C(COC(=O)Cc1ccc(Cl)cc1)Nc1cc(S(=O)(=O)N2CCOCC2)ccc1N1CCCC1
→ 1 | -0.1 | -4.3* | 0 | 1 | 0 | 1 | 11 | 1584 | -5 | -5
15: CN(C)c1nc(NCc2ccccc2)nc(SCC(=O)Nc2ccc(Cl)c(Cl)c2)n1
→ 1 | 3.0 | . | -2 | 3 | 7 | . | 11 | 1801 | 3 | 18
16: Cc1cccc(-n2c(-c3ccncc3)n[nH]c2=S)c1C
→ 1 | -0.3 | -1.1 | -2 | 7 | -2 | -9 | -1 | 1710 | 15 | -5
17: CC1=CS(=O)(=O)CC1Sc1ncn[nH]1 (stereo not drawn)
→ 0.8 | 0.7 | -0.0019 | 20 | -7 | -10 | . | 7 | 1596 | -9 | 2
18: Cn1cc(P(=S)(N2CCOCC2)N2CCOCC2)cc1P(=S)(N1CCOCC1)N1CCOCC1
→ 1 | -2.1 | -0.053 | -3 | 7 | -3 | 2 | 7 | 1473 | -4 | -7
19: COc1ccccc1-c1nc(-c2ccc(C)nc2OC)no1
→ 1.1 | 2.9 | . | -5 | -4 | -10 | -16 | -8 | 1314 | 10 | 23
20: Cc1ccc(N(CC(=O)NCc2ccc3c(c2)OCO3)S(=O)(=O)c2c(C)noc2C)cc1
→ 1 | -1.1 | . | 4 | 4 | 4 | 5 | -1 | 1655 | -3 | 59*

Brought forward from above: three entries; new compounds follow.
Every second line gives: bIAP activator | DTT redox prof | ROMK primary | bIAP inh | PPARg SRC1 recr | PPARg SRC-3 ag | S1P3 antag | PPARg SRC-2 ag | SRC2 TRFRET art | TLR4-MyD88 BLA | Lmaj promast
18: Cn1cc(P(=S)(N2CCOCC2)N2CCOCC2)cc1P(=S)(N1CCOCC1)N1CCOCC1
→ 1 | -2.1 | -0.053 | -3 | 7 | -3 | 2 | 7 | 1473 | -4 | -7
19: COc1ccccc1-c1nc(-c2ccc(C)nc2OC)no1
→ 1.1 | 2.9 | . | -5 | -4 | -10 | -16 | -8 | 1314 | 10 | 23
20: Cc1ccc(N(CC(=O)NCc2ccc3c(c2)OCO3)S(=O)(=O)c2c(C)noc2C)cc1
→ 1 | -1.1 | . | 4 | 4 | 4 | 5 | -1 | 1655 | -3 | 59*
21: Cc1ccc(C)c(OCCCC(=O)Nc2ccc(N3CCOCC3)cc2)c1
→ 1 | 3.2 | . | 1 | -3 | 8 | 4 | -4 | 1461 | -1 | 0
22: CC1(C)Cc2nc3sc4c(N(CCO)CCO)nnnc4c3cc2CO1
→ 1.1 | -0.3 | -0.98 | -11 | 13 | 6 | -1 | -2 | 1521 | -5 | 12
23: COc1ccc(NC(=S)N(CCCN2CCOCC2)Cc2ccccn2)cc1
→ 1 | -0.3 | 0.24 | 2 | -6 | 1 | -8 | -4 | 1417 | 3 | -3
24: CCC(=O)NCCc1nc2ccccc2n1Cc1ccccc1
→ 0.7 | 1.2 | 0.48 | 28 | -1 | -1 | . | -5 | 1601 | -2 | -3
25: CCOc1cc2oc(=O)c3c(c2cc1Cl)CCC3
→ 0.9 | 9.7 | 0.37 | 11 | 5 | 8 | -33 | 2 | 1578 | -11 | -8
26: O=S(=O)(NCCc1csc(-c2cccnc2)n1)c1ccc2c(c1)OCCO2
→ 0.9 | -1.1 | . | 14 | 0 | -4 | -9 | -4 | 1719 | 10 | 2
27: COc1cc(OC)c(NC(=O)c2c(-c3ccccc3)noc2C)cc1Cl
→ 0.9 | 0.5 | . | 8 | 2 | -12 | 12 | 9 | 1442 | -7 | 94*
28: Cc1cc(NC(=O)C2CCN(S(=O)(=O)Cc3ccccc3)CC2)ccc1-n1cnnn1
→ 0.9 | 2.1 | . | 9 | 4 | 2 | . | 6 | 1456 | -9 | -8
29: CC(C)(C)CC(=O)Nc1nnc(-c2cccs2)s1
→ 1 | 1.1 | 0.41 | -3 | 11 | 8 | 27 | -2 | 1425 | -8 | 0
30: O=c1[nH]c(CSc2nnc(NCCCN3CCOCC3)s2)nc2cc(Cl)ccc12
→ 1 | 1.9 | . | 1 | -1 | -1 | -7 | -2 | 1430 | -6 | 0
31: COc1ccc(COCCN2CCN(S(=O)(=O)c3ccc(C)cc3)CCC2=O)cc1
→ 1 | 0.3 | 0.17 | 4 | -1 | 7 | -23 | 6 | 1465 | -6 | -4
32: CCOC(=O)C1CCN(C(=O)c2n[nH]c(=O)c3ccccc23)CC1
→ 0.9 | -3.5 | -0.052 | 10 | 0 | 8 | -14 | 2 | 1663 | 4 | -4
33: Cc1ccc(N2C(=O)C3C4C=CC(CNC(=S)N5CCN(c6cccc(C)c6)C(C)C5)(O4)C3C2=O)cc1 (stereo not drawn)
→ 1 | -0.8 | 0.088 | 2 | 5 | 0 | -12 | 7 | 1800 | 2 | -3
34: COc1ccc(N2C(=O)CC(Sc3nc4c(cc3C#N)CCC4)C2=O)cc1 (stereo not drawn)
→ 1 | 0.0 | 0.43 | -1 | 4 | 1 | -4 | -2 | 1752 | -14 | 9
35: N#CC1=C(N)OC2=C(C(=O)CCC2)C1CCc1ccccc1 (stereo not drawn)
→ 1 | 0.2 | 0.049 | 4 | 2 | -2 | . | -4 | 1468 | -3 | 2
36: O=C(Oc1cccnc1)c1ccco1
→ 1.2 | 1.1 | 0.093 | -19 | 6 | -4 | . | 0 | 1461 | -1 | -4
37: CC(C)CCNC(=O)C(c1cccnc1)N(Cc1ccccc1)C(=O)Cn1nnc2ccccc21 (stereo not drawn)
→ . | 0.6 | -1.1 | . | -1 | 9 | . | 8 | 1522 | -5 | 30
38: O=C(CSc1nc2ccccc2c(=O)n1CCC(=O)N1CCCCC1)NCc1ccccc1
→ 1 | -2.6 | -0.58 | 1 | 0 | 4 | 7 | 7 | 1471 | 3 | 48
39: CCCc1cc(=O)oc2cc(C)cc(OC(=O)c3ccco3)c12
→ 0.9 | -1.9 | . | 7 | 5 | 7 | 11 | 10 | 1466 | -2 | -4
40: Cc1ccc(-c2nc3ncccc3o2)cc1NC(=O)c1cccs1
→ 0.9 | 0.0 | 0.85 | 6 | -2 | -1 | -4 | 5 | 1777 | -13 | 95*
41: CCC(C(=O)OCC(=O)Nc1ccc(C(=O)Nc2ccc(OC)cc2)cc1)c1ccccc1 (stereo not drawn)
→ 1 | -0.7 | -1.7 | -4 | 1 | -2 | -7 | -4 | 1438 | 2 | -4
42: Cc1cc(C(=O)CN2C(=O)NC(c3ccccc3)(c3ccccc3)C2=O)c(C)n1Cc1ccco1
→ 1 | 2.2 | . | 5 | 2 | -1 | 0 | 2 | 1633 | 10 | 52*
43: Cc1nc(SCC#N)c2c3c(sc2n1)CCC3
→ 1 | 0.3 | 0.12 | 4 | 2 | 4 | 19 | -5 | 1456 | -14 | -4
44: S=C1SCN(CCN2CCOCC2)CN1Cc1ccccc1
→ 0.9 | 1.4 | . | 6 | 1 | 15 | . | 0 | 1440 | -6 | 87*
45: CCCc1cc(-n2cnc3ccccc32)n2c(nc3ccccc32)c1C#N
→ 0.9 | 0.1 | -0.18 | 5 | 6 | 3 | . | 6 | 1599 | -1 | 9
46: COc1ccc(C)cc1S(=O)(=O)N1CCN(S(=O)(=O)c2cc(C)ccc2OC)C(C)C1 (stereo not drawn)
→ 1 | -0.7 | . | -4 | 13 | 14 | -31 | 0 | 1704 | 27* | 6
47: CCCN(CC1CC1)C(=O)COc1ccccc1C(=O)NCc1ccccc1
→ 0.9 | 0.1 | 0.87 | 7 | -1 | 15 | . | 13 | 1576 | -19 | 7
48: CC(C)c1ccc(C2NC(C(=O)O)CS2)cc1 (stereo not drawn)
→ 1.2 | 0.6 | -0.054 | -18 | 0 | -6 | . | 4 | 1528 | -1 | -7
49: Cc1nc(-c2cccc(NS(=O)(=O)c3ccccc3)c2)cs1
→ 0.9 | 0.1 | 1.4 | 14 | -4 | 1 | . | -6 | 1391 | 4 | 9
50: Cc1onc(-c2ccccc2Cl)c1C(=O)NCc1ccccn1
→ 0.9 | -0.6 | -0.39 | 12 | 4 | 10 | -53 | 5 | 1636 | -7 | -2
51: N=C1SCC(=O)N1c1ncc(Cc2cccc(Cl)c2)s1
→ 0.9 | -1.1 | -0.3 | 8 | 12 | 3 | -21 | 2 | 1517 | 14 | -13
52: CCNC(=S)SCCOc1ccc(C)cc1
→ 1 | 0.6 | 1.9 | -2 | -3 | -5 | -3 | -11 | 1507 | -13 | 57*
53: O=C(NCCCNc1ccc([N+](=O)[O-])cc1Cl)c1ccccc1F
→ 1 | -1.3 | . | -2 | 2 | 0 | -1 | 3 | 1442 | 10 | 11
54: Cc1cccc(NC(=S)NCCc2ccccc2)n1
→ 0.8 | -1.2 | 1.1 | 16 | -1 | 3 | -14 | 3 | 1429 | 10 | 6
